Wnt act: activators of Wnt/beta-catenin signaling. Wnt/beta-catenin reporter cell assay, activator, plate reader. activation, % at 9.35 µM. 300,000 compounds, 1.2% hits; in the data active = activation above about 30%, passing the limit was not always enough;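 note: 0% = neutral control wells and 100% = positive control wells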
CDK5 p35 inh: CDK5/p35 (human) kinase inhibition. Recombinant CDK5/p35, ADP-Glo luminescence, 60 min. inhibition, % at 10 µM. 330,000 compounds, 0.01% hits. Q00535+Q15078;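 active = highest replicate inhibition of at least 50% and at least 75% of replicates reaching 50%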;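 note: plate controls were DMSO neutral control for no effect and GW8510 at 10 µM for full effect; many of its hits are not listed in these tables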
HTR5A ag: activates human HTR5A in OPRM1-OPRD1 agonist counter-screen; 340,000 compounds, 0.61% hits; activation, % at 9.3 µM; HTR5A agonist assay, luminescence, cell-based; P47898; in the data active = activation mostly above about 9.5%, no sharp cut-off; inactive = mostly below about 7.6%;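 note: 0% = cells with vehicle only and 100% = reference agonist; strong numbers were not always called active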
RTF Ca sens act: increases calcium sensitivity of human cardiac regulated thin filaments; P19429+P45379; activation, % at 7.2 µM; 340,000 compounds, 0.24% hits; IANBD-labeled TnC RTF fluorescence at EC20 calcium; 0% EC20 calcium, 100% full calcium;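 active = activation above the mean over all tested compounds plus 3 SD, cut at about 30% in these data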;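 note: rise in fluorescence read as greater calcium sensitivity of cardiac thin filaments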
Rtt109 Vps75: blocks Candida albicans Rtt109/Vps75 acetyltransferase activity; 330,000 compounds, 0.16% hits; AID 540336; inhibition, % at 34.9 µM; purified Rtt109/Vps75, ThioGlo CoA-SH fluorescence, 4 h;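 active = inhibition of at least 50% in every replicate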
Target sequence (Q5AAJ8 whole entry, looked up): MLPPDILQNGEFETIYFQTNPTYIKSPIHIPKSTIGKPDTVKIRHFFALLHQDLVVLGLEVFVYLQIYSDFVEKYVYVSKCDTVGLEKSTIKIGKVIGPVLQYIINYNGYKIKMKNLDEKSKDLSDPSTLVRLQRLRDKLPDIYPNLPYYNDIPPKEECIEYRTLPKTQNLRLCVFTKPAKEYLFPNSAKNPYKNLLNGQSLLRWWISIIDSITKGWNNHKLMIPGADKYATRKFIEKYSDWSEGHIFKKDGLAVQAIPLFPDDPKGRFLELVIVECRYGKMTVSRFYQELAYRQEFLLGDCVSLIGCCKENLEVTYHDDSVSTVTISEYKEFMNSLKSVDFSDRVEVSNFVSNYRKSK
dFosB activator: enhances mouse delta FosB homodimer DNA binding; P13346; purified delta FosB, TAMRA-CDK5 oligo fluorescence polarization; percent of positive-control signal above neutral wells; activation, % at 25 µM; 340,000 compounds, 0.99% hits; AID 493131;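 active = mean activation above about 17%, with every replicate also reaching it, limit read from the data, passing the limit was not always enough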;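 note: fluorescence polarization rise as delta FosB binds a TAMRA Cdk5 AP-1 oligo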
MITF act: activators of MITF-driven TRPM1 promoter activity in SK-MEL-5 cells | SK-MEL-5 TRPM1-promoter luciferase, 24 h; % of positive control, neutral wells = 0 | activation, % at 12.5 µM | 300,000 compounds, 0.75% hits;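 active = mean activation of at least 80% with every replicate also reaching 80%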;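 note: 0% = neutral control wells and 100% = parthenolide positive control wells; values of inactives mirror those of a sister screen read the other way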
SR-BI DiI inh: blocks mouse SR-BI lipid uptake from DiI-HDL; Q61009; ldlA[mSR-BI] CHO cells, DiI-HDL uptake fluorescence, 3 h; inhibition, % at 12.5 µM; 320,000 compounds, 0.96% hits;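 active = mean replicate inhibition of at least 70% and a set share of replicates each scoring 70 or more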;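 note: 0% = median of neutral control wells and 100% = median of positive control wells; values of inactives mirror those of a sister screen read the other way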
PvdQ acylase: blocks Pseudomonas aeruginosa PvdQ acylase activity; 340,000 compounds, 0.063% hits; purified PvdQ acylase, fluorescence plate reader; inhibition, % at 10 µM; in the data active = inhibition above about 30%, passing the limit was not always enough;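 note: 0% = vehicle neutral wells and 100% = reference inhibitor wells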
SR-BI uptake up: enhances SR-BI lipid uptake from DiI-HDL; 320,000 compounds, 0.096% hits; CHO ldlA[mSR-BI] cells, DiI-HDL uptake fluorescence, 3 h; 100 = double the neutral-control signal; activation, % at 12.5 µM; AID 504775;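 active = mean replicate activation of at least 60% and every replicate at or above 60%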;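 note: 0% = median plate neutral-control signal and 100% = twice that signal; values of inactives mirror those of a sister screen read the other way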
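system = CHO ldlA[mSR-BI] cells, LDL receptor-null, SR-BI overexpressing | medium = Ham's F12 with 0.5% BSA, HEPES 25 mM, pH 7.4 | probe or stimulus = DiI-HDL 10 µg/mL | compound dosing = single-point compound dose | incubation = compound exposure 3 h, 37 °C | technique = DiI fluorescence, bottom read | read-out = cell-associated DiI fluorescence as measure of HDL uptake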
* = called active by the depositor; · = not tested or not shown.

SMILES	Wnt act	CDK5 p35 inh	HTR5A ag	RTF Ca sens act	Rtt109 Vps75	dFosB activator	MITF act	SR-BI DiI inh	PvdQ acylase	SR-BI uptake up
C/C(=N\Nc1cc(N2CCOCC2)ncn1)c1ccc(O)cc1	7	0.6	-5	2	5	-3	44	4	2	-4
Fc1ccccc1-c1nc(-c2ccccc2)no1	46*	1.1	5	-5	4	-1	-3	-12	-7	12
O=C(CN1CCOCC1)Nc1ccc2c(c1)OCCO2	10	-2.5	-2	0	-11	1	27	·	-20	·
COc1cccc(-c2cc(C(F)(F)F)nc(N3CCC(C)CC3)n2)c1	·	0.6	2	-3	-3	6	-8	25	6	-25
Cc1cccnc1NC(=O)c1ccc(S(=O)(=O)N2CCC(C)CC2)cc1	0	0.3	4	3	12	-2	-4	-16	0	16
O=C(CCNC(=O)Cn1ccc2ccccc2c1=O)NCc1ccccn1	-1	-0.7	-3	-3	-2	7	9	·	-1	·
CC(C)Cn1c(SCc2nc3ccccc3c(=O)[nH]2)nc2ccccc2c1=O	·	0.3	2	-1	-7	2	-11	-4	-11	4
CC(C)C(NC(=O)c1ccccc1Br)c1ccccc1 (configuration not stated)	1	1.4	-8	-7	10	-2	7	-4	6	4
Cc1cc(C)cc(-c2nnc(SCC(=O)NCc3cccs3)o2)c1	·	-0.5	-3	8	2	-3	0	-12	-2	12
O=C(O)/C(=C1/OC(=O)c2ccccc21)c1ccccc1	-1	1.9	0	3	-4	-1	-3	-5	-17	5
O=C1c2ccccc2C(=O)N1CCCC(=O)N1CCc2ccccc21	·	-1.1	2	2	0	-11	31	-4	-1	4
COc1cc(OC)c(C(=O)Nc2ccccc2-c2ccccc2)cc1OC	-7	1.1	10	6	24	-3	3	21	-14	-21
CCn1nc(C)c(CNC(=O)C2CCC(=O)N(Cc3ccc(Cl)cc3)C2)c1C (configuration not stated)	-2	-0.5	-1	-3	-15	3	12	-26	-9	26
Cc1nc2ncnn2c(C)c1CCC(=O)NCc1ccco1	0	-0.7	3	1	-18	-4	·	5	-16	-5
Cc1ccnc(NC(=O)c2cc3c(=O)oc4ccc(C)cc4c3s2)c1	-7	0.0	2	4	-12	-3	-9	35	-8	-35

Records listed so far that bear a hit mark in Wnt act.
compound,Wnt act,CDK5 p35 inh,RTF Ca sens act,Rtt109 Vps75,dFosB activator,MITF act,SR-BI DiI inh,PvdQ acylase,SR-BI uptake up
Fc1ccccc1-c1nc(-c2ccccc2)no1,46*,1.1,-5,4,-1,-3,-12,-7,12

The main list resumes, starting 6 compounds before the break.
SMILES	Wnt act	CDK5 p35 inh	HTR5A ag	RTF Ca sens act	Rtt109 Vps75	dFosB activator	MITF act	SR-BI DiI inh	PvdQ acylase	SR-BI uptake up
O=C(O)/C(=C1/OC(=O)c2ccccc21)c1ccccc1	-1	1.9	0	3	-4	-1	-3	-5	-17	5
O=C1c2ccccc2C(=O)N1CCCC(=O)N1CCc2ccccc21	·	-1.1	2	2	0	-11	31	-4	-1	4
COc1cc(OC)c(C(=O)Nc2ccccc2-c2ccccc2)cc1OC	-7	1.1	10	6	24	-3	3	21	-14	-21
CCn1nc(C)c(CNC(=O)C2CCC(=O)N(Cc3ccc(Cl)cc3)C2)c1C (configuration not stated)	-2	-0.5	-1	-3	-15	3	12	-26	-9	26
Cc1nc2ncnn2c(C)c1CCC(=O)NCc1ccco1	0	-0.7	3	1	-18	-4	·	5	-16	-5
Cc1ccnc(NC(=O)c2cc3c(=O)oc4ccc(C)cc4c3s2)c1	-7	0.0	2	4	-12	-3	-9	35	-8	-35
CCn1c(CNc2ccc(Cl)cc2)nnc1SCC(=O)NCc1ccccc1	·	-3.3	-2	4	0	1	-17	20	-12	-20
CNc1ncnc2c1ncn2-c1ccccc1	6	4.3	-1	5	3	-3	38	-1	-2	1
CC(=O)N1CC2(c3ccccc3)CN(C(C)=O)CC(c3ccccc3)(C1)C2=O	-1	1.3	1	1	-3	-9	-8	·	-4	·
CCc1ccc(C(=O)COc2ccc(NC(C)=O)cc2)cc1	·	0.8	-3	0	7	2	8	-12	-9	12
O=C(COc1ccc(Cl)cc1)Nc1ccccc1C(=O)NCc1cccnc1	-1	-2.1	1	4	-9	-22	7	6	-12	-6
CN(C)c1ccc(CNC(=O)CN(C)S(=O)(=O)c2ccc3c(c2)c(=O)n(C)c(=O)n3C)cc1	0	0.7	4	-3	-5	-4	3	-11	10	11
Cn1c(SCC(=O)Nc2ccc3c(c2)OCCO3)nnc1-c1ccco1	·	-0.9	3	-3	14	-1	9	-19	4	19
COc1cc(CNCc2ccccn2)ccc1OCC(=O)NC(C)(C)C	-4	·	0	-6	-4	-2	-1	-8	-4	8
Cc1ccc2nc(NC(=O)C(NS(=O)(=O)c3cccc4nsnc34)C(C)C)sc2c1 (configuration not stated)	0	0.6	2	0	4	-11	-14	9	6	-9
NC(=O)c1cccn1Cc1cccc(Cl)c1	0	-0.5	1	0	-4	-2	-1	-15	-15	15
CC(=O)Nc1cccc(C(=O)N/N=C/c2ccc(F)cc2)c1	·	1.6	0	3	2	-3	35	20	-10	-20

Three entries from above, arranged by the value under MITF act, descending:
Structure	MITF act
Cc1cc(C)cc(-c2nnc(SCC(=O)NCc3cccs3)o2)c1	0
COc1cccc(-c2cc(C(F)(F)F)nc(N3CCC(C)CC3)n2)c1	-8
CC(C)Cn1c(SCc2nc3ccccc3c(=O)[nH]2)nc2ccccc2c1=O	-11
